# Assay outcomes (PubChem)
# NR3A LBD binder – NR3A (human) ligand-binding domain modulation | AID 1259313 | 2.5% of 340,000 active | NR3A LBD differential scanning fluorimetry, Tm shift; 0% = protein alone, 100% = glycine-bound protein | Tm shift relative to glycine control, % at 25 µM;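 active = melting temperature shift of at least 10% of the positive control shift, at one fixed dose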
# APJ antagonist – antagonists of human APJ apelin receptor | P35414 | CHO-K1 APJ beta-arrestin complementation, luminescence | inhibition, % at 20 µM | 0.32% of 330,000 active;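 active = inhibition above about 40% at 20 µM, limit read from the data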;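 also: cells challenged with 10 nM apelin-13 agonist together with compound; plate controls were apelin-13 plus DMSO wells for no effect and DMSO wells lacking apelin-13 for full effect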
# Target sequence (P35414 whole entry, looked up): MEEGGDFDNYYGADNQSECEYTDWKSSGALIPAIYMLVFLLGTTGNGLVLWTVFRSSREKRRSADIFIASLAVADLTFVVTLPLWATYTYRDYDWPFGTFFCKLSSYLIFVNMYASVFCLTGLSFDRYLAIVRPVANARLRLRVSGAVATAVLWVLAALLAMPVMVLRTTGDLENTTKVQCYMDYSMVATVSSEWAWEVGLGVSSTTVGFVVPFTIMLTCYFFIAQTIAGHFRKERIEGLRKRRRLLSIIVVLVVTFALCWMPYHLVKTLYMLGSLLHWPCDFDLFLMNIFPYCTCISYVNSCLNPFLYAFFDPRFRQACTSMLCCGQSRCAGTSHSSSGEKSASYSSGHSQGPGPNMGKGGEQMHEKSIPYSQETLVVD
# APJ agonist – activates the human apelin receptor APJ. P35414. CHO-K1 APJ PathHunter beta-arrestin, luminescence; 0% DMSO wells, 100% apelin. activation, % at 20 µM. 0.11% of 330,000 active. AID 2520;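 active = activation more than six SD over the plate average, tested at 20 µM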;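 also: 0% = DMSO alone and 100% = apelin-13 at 10 nM; some results filed as inactive read as strong as hits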
#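 Assay system: engineered CHO-K1 APJ arrestin reporter cells; Amount: 1000 CHO-K1 reporter cells seeded per well; Dosing: one dose, 20 µM compound, 1% DMSO; Times: compound stimulation 90 min at 25 °C, detection 60 min; Measured by: luminescent beta-gal fragment complementation, chemiluminescent substrate; Read-out: APJ–arrestin association signal; Controls: DMSO vs Apelin-13 10 nM.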
# tim10-1 inh – inhibits growth of tim10-1 mutant yeast. S. cerevisiae tim10-1 ts strain growth, BacTiter-Glo, 24 h. inhibition, % at 20 µM. 2.2% of 330,000 active;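 active = inhibition of at least 40%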;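 also: mutant grown at 25 °C; 0% = DMSO wells with yeast and 100% = wells holding no yeast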
# MPTP inh – permeability transition pore inhibition | 1.4% of 360,000 active | inhibition, % at 10 µM | isolated mouse mitochondria, Ca2+ swelling absorbance, 30 min;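 active = inhibition of 50% or more, scaled per plate between neutral and stimulator controls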;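 also: 0% = DMSO wells given calcium and 100% = 1 mM EGTA wells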
# MIN6 prolif – induces beta-cell replication in MIN6 cells | 0.29% of 330,000 active | proliferation, % at 10 µM | MIN6 cells proliferation, ATPlite luminescence, 48 h; cells starved in 0.2% serum; 100% = growth in 10% serum;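 active = compounds whose signal lies at least 3.5 SD above the mean of all wells on their plate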;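 also: 0% = DMSO-treated cells in low-serum medium and 100% = 10% serum control; some compounds called inactive have numbers as strong as hits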
# TIM10 inh – TIM10 yeast growth inhibition; S. cerevisiae TIM10 strain growth, BacTiter-Glo luminescence, 24 h; inhibition, % at 10 µM; 1.4% of 330,000 active;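 active = inhibition of 40% or more at the single tested concentration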;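 also: wild-type TIM10 isogenic control strain grown at permissive 25 °C; 0% = DMSO yeast wells and 100% = minimal medium wells without yeast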
# tim23-1 inh – growth inhibitors of tim23-1 mutant yeast; S. cerevisiae tim23-1 growth, BacTiter-Glo luminescence, 24 h; inhibition, % at 20 µM; 1.3% of 330,000 active;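 active = growth inhibition of the mutant yeast at or above 50%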;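 also: temperature-sensitive mutant grown at 25 °C; plate controls were DMSO-treated mutant yeast for no effect and medium wells lacking yeast for full effect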
# NLRP3 yeast inh – inhibitors of NALP3 inflammasome in yeast | 0.39% of 330,000 active | Yeast reconstituted NLRP3/ASC/caspase-1, beta-gal luminescence, 24 h | inhibition, % at 10 µM | AID 2825;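 active = inhibition of 50% or more; inactive = inhibition below 50%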;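 also: plate controls were induced DMSO wells for no effect and uninduced yeast grown without galactose for full effect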
# * = called active by the depositor.
SMILES	NR3A LBD binder	APJ antagonist	APJ agonist	tim10-1 inh	MPTP inh	MIN6 prolif	TIM10 inh	tim23-1 inh	NLRP3 yeast inh
O=C1C(=O)c2ccc(-c3ccccc3)cc2-c2ccccc21	-1.3	1.3	4.8	36.3	13.4	-5.8	43.9*	59.2*	11.9
CCCOC(=O)c1ccc(Oc2c(-c3ccc(OCC)cc3O)n[nH]c2C)cc1	30.5*	6.8	0.3	41.2*	15.5	-4.9	32.8	24.7	20.5
COC(=O)c1ccc(NC(=S)NNC(=O)CC(C)C)cc1	1.3	23.9	-4.9	6.0	1.5	0.0	9.6	-9.1	20.2
CC(=O)n1c(C=Nc2ccccc2)c(O)c2ccccc21	0.2	0.6	-3.3	-0.3	1.1	-2.4	11.8	10.8	34.3
Fc1cccc(F)c1/C=C/c1ccc2ccccc2n1	6.8	-11.9	-1.8	17.3	-0.4	-4.4	7.1	24.6	7.6
CN(C)c1ccc(N=c2sc3ccccc3n2C)cc1	-1.6	-13.6	-2.6	-14.0	1.1	-3.2	0.8	31.4	31.9
O=C(NCCC1CC1(Cl)Cl)Nc1ccccc1 (centres undefined)	0.5	-1.3	-1.3	4.3	6.0	-2.4	4.7	8.0	10.1
NS(=O)(=O)c1ccc(CNC(=O)NC2(c3ccccc3)CC2)cc1	-0.7	14.8	-1.7	6.8	-2.1	0.7	-4.3	8.3	-3.7
Cc1ccccc1OCCC(=O)OCC(=O)N(C)c1c(N)n(Cc2ccccc2)c(=O)[nH]c1=O	0.8	11.7	3.3	-8.7	1.1	2.2	11.9	13.4	6.9
Cc1ccc(N(CC(O)CN2CCOCC2)S(=O)(=O)c2ccc3ccccc3c2)cc1 (centres undefined)	-0.8	18.5	1.9	12.9	2.5	-3.1	6.7	14.8	15.2
NS(=O)(=O)c1ccc(NC(=O)COC(=O)CN2C(=O)C3CC=CCC3C2=O)cc1 (centres undefined)	-1.6	4.1	0.7	-9.9	-2.2	0.3	9.1	2.5	10.4
CCc1ccccc1NC(=O)CN1CCN(C(=O)C2CCN(C(=O)/C=C/c3ccccc3)CC2)CC1	-0.8	6.0	-0.1	5.3	0.5	0.5	1.7	-6.7	8.7
O=C(CCNS(=O)(=O)c1ccc(Cl)cc1)N1CCCCCC1	11.1*	-12.2	8.3	-7.3	-2.6	1.7	-20.5	-0.8	9.6
COc1ccc(CC2(CO)CCN(Cc3cnn(-c4ccccc4)c3)CC2)cc1	-1.0	2.9	-0.7	-10.6	11.8	0.9	2.6	6.7	7.1
CCC(C)C1C(C#N)=C(N)OC2=C1C(=O)CC(C)(C)C2 (centres undefined)	0.4	2.7	-1.7	23.8	1.3	-1.7	-11.9	21.8	18.7
O=C(Nc1nnc(SCC(=O)N2CCOCC2)s1)c1ccccc1Cl	-9.0	5.2	-3.1	6.5	0.2	-3.7	15.1	16.7	1.1
Cc1ccc(S(=O)(=O)N(CC(=O)c2ccc(Cl)cc2)C(=O)N2CCN(C)CC2)cc1	-2.0	15.1	-2.1	-2.0	-0.1	-2.8	-0.6	-19.1	12.1
COc1ccc(Cc2noc(CN(C)Cc3cccc(-n4cccn4)c3)n2)cc1OC	-0.7	4.2	-2.8	0.8	2.3	0.6	8.2	24.0	-8.4
CC(C)c1ccc(C(=O)CSc2ncn[nH]2)cc1	5.4	7.6	-3.3	1.4	0.4	-2.3	-9.8	8.3	6.5
Cc1nnc(SCc2cccc([N+](=O)[O-])c2)o1	-1.6	-0.4	0.8	8.5	-0.2	4.0	-2.3	16.6	-17.9
C=CCN=C1CC(C)(C)CC(=O)/C1=C(\O)c1ccccc1	1.0	-4.3	0.9	11.6	-0.7	1.0	20.9	12.6	0.1
Cc1cccc(NS(=O)(=O)c2ccc3c(c2)NC(=O)CO3)c1C	-3.0	10.6	5.8	-9.8	-0.8	-3.4	-0.6	1.8	-6.5
COC(=O)[C@]1(Cc2ccccc2)N[C@H](CN(C)C(=O)c2ccc(C)cc2)[C@@H]2C(=O)N(Cc3ccccc3)C(=O)[C@@H]21	-0.5	17.2	-4.7	8.5	2.1	-1.9	8.5	14.2	11.8
COc1ccccc1Nc1nc(C2(C)CCC(=O)O2)cs1 (centres undefined)	-2.0	23.3	-1.5	16.8	-1.2	-0.9	6.7	13.4	8.1
COCCNCCCCOc1ccc(C)cc1[N+](=O)[O-]	-0.7	19.7	-0.1	-15.1	-0.3	0.1	-6.3	3.8	7.9
CCOc1ccc(CN2CCN(C3CCSCC3)CC2CCO)cc1 (centres undefined)	-0.1	11.5	-3.6	-0.4	-0.8	3.3	-5.2	1.5	16.8
CCC(C)(C)C1CCc2[nH]nc(C(=O)NCc3ccc(Cl)cc3)c2C1 (centres undefined)	-4.5	-65.8	3.3	1.8	1.6	-6.2	-5.5	13.2	4.1
COc1cc(-c2cc(C(=O)Nc3ccc(N4CCOCC4)cc3)c3ccccc3n2)cc(OC)c1OC	1.8	12.8	1.9	-2.5	-0.2	-2.0	-5.3	4.6	0.9
CC(C)N1CCc2c(sc(NC(=O)Cc3ccccc3)c2C#N)C1	1.1	-2.0	-3.3	8.9	-0.5	-2.7	-3.4	-9.0	6.6
O=C(NC1CCCCC1)C(c1ccncc1)N(Cc1ccc2c(c1)OCO2)C(=O)C(F)(F)F (centres undefined)	1.4	24.4	-4.5	16.2	-5.6	-0.9	2.0	1.2	14.2
CCOc1ccc(-n2nnnc2SCC(=O)NC2CCCC2)cc1	0.8	9.3	1.3	1.3	2.6	0.1	15.8	22.7	-0.6
CC(=O)n1cc([C@@H]2C=C(C(=O)N3CCN(C)CC3)O[C@H](OCc3ccc(CO)cc3)C2)c2ccccc21	-1.5	-68.1	0.2	9.7	-0.4	-3.4	-4.2	8.0	13.6
c1ccc(Oc2nnc(-c3cccs3)c3ccccc23)cc1	-0.2	3.6	-1.6	32.2	2.7	0.7	33.4	22.2	9.6
O=C(CSc1cnc2ccccc2n1)c1ccc(F)cc1	2.6	25.1	-4.0	22.7	3.2	-3.5	16.9	-19.3	19.0
COc1ccc(C(=O)NNC(=S)NC(=O)c2cccnc2)cc1	-1.2	19.5	-1.5	8.5	-4.4	2.6	-0.4	-0.9	19.2
O=C1CC(NS(=O)(=O)c2cccs2)CN1c1ccccc1 (centres undefined)	-0.4	-46.1	-1.4	-19.0	0.3	-1.0	-2.5	-3.9	2.2
CCCOc1ccc(NC(=O)CC2C(=O)N(C)C(=S)N2Cc2cccs2)cc1 (centres undefined)	9.4	5.9	-2.5	28.6	-2.7	-5.2	23.3	34.5	6.3
COc1ccc(NC(=O)C2CSC3c4ccccc4C(=O)N23)cc1 (centres undefined)	0.3	1.7	-0.3	12.3	0.2	-2.3	-0.8	25.9	15.1
CC12COC3(C(=O)Nc4ccccc4F)CC1CCC32C (centres undefined)	-1.1	-4.3	-6.6	18.1	0.2	-1.5	-8.4	20.8	1.0
COc1cccc(C2=NOC(C(=O)Nc3cc(C)nn3-c3ccccc3)C2)c1OC (centres undefined)	-2.5	-32.3	-2.3	14.3	0.5	-6.7	6.7	27.8	0.6
CCc1c(C(=O)Nc2cc(C(=O)OC)ccc2C)csc1C	2.3	-10.3	-7.0	13.3	0.9	-3.8	11.4	18.5	32.0
COc1ccc(C(=O)COC(=O)[C@H](C)Nc2ccc(C(F)(F)F)cc2[N+](=O)[O-])c(OC)c1	-12.6	27.3	-2.0	3.0	1.8	-0.4	3.3	12.6	16.2
CC(C)c1c(C(=O)N/N=C/c2ccc3c(c2)OCO3)nnn1-c1nonc1N	27.6*	29.4	-0.9	11.1	1.7	-0.2	1.8	18.6	23.3
O=C(COC(=O)/C=C/c1ccc([N+](=O)[O-])cc1)NC1CCCCC1	-2.3	-44.1	-0.2	31.7	-0.3	-7.2	11.2	21.6	6.2
COc1ccc(C(=O)NCC2(N3CCCCC3)CCCCC2)cc1S(=O)(=O)N(C)C	-4.9	5.1	-0.1	3.7	-1.7	-2.8	-5.2	6.3	14.1
CC(=O)Nc1ccc(S(=O)(=O)N2CCN(c3cc(C)nc4ncnn34)CC2)cc1	-0.6	-6.0	-2.7	6.9	-2.3	-4.9	1.0	12.0	3.4
COc1ccc([C@@H]2[C@@H]3C(=O)N(C(C)(C)C)C(=O)[C@@H]3[C@]3(Cc4ccccc4)C(=O)N(c4ccc(OC)cc4)C(=O)N23)cc1	-2.1	0.8	3.2	0.5	0.5	0.0	3.5	15.1	16.9
C=CCn1c(=O)c2ccccc2n2c(SCC(=O)c3ccccc3)nnc12	3.5	1.5	-4.6	23.8	-1.0	-0.5	3.8	16.4	1.7
COc1ccc(CCn2c(=N)c(C(=O)NC3CCCCC3)cc3c(=O)n4ccccc4nc32)cc1	-0.1	-6.8	-3.4	15.0	0.0	-6.8	1.7	-8.7	10.9
S=C(NCc1ccco1)NC1CCCc2ccccc21 (centres undefined)	-6.0	-11.4	-2.4	23.0	43.3	-0.8	-3.2	21.2	-4.4
Cc1ccnc(NS(=O)(=O)c2ccc(NC(=O)Cc3ccc(Br)cc3)cc2)n1	0.9	4.3	-0.7	-7.2	0.8	-2.9	-0.9	5.2	16.3
COc1ccc(C(c2c(O)cc(C)oc2=O)c2c(O)cc(C)oc2=O)cc1	0.6	-9.0	-5.5	-0.6	-0.8	-1.4	-6.1	10.3	-14.9
CCOC(=O)c1nc[nH]c1C	3.8	-10.2	-4.9	8.4	-2.7	-2.9	-7.5	9.8	-0.4
COc1n[nH]c(C(=O)Nc2nc3ccccc3s2)c1[N+](=O)[O-]	-7.1	27.4	-4.5	9.6	5.2	-0.2	30.6	10.3	7.9
Cc1ccc(/C=C/C(=O)OCn2nnc3ccccc3c2=O)o1	-0.4	12.7	-3.6	-12.3	-1.2	-2.4	-15.3	24.3	24.2
CC(C)c1ccc(C2NC(=S)NC3=C2C(=O)CC(C)(C)C3)cc1 (centres undefined)	0.8	12.7	-3.8	6.2	1.6	-3.0	-11.5	9.1	12.7

# Next section.
SMILES	NR3A LBD binder	APJ antagonist	APJ agonist	tim10-1 inh	MPTP inh	MIN6 prolif	TIM10 inh	tim23-1 inh	NLRP3 yeast inh
NS(=O)(=O)c1ccc(CNC(=O)/C=C/c2cccc([N+](=O)[O-])c2)cc1	1.1	-10.7	2.6	10.0	0.5	-3.5	-18.5	-0.7	-10.5
COc1ccccc1C(=O)NNC(=O)CN1C(=O)c2ccccc2C1=O	0.3	6.0	-3.5	-25.4	0.6	0.9	4.5	-8.4	8.4
S=C(Nc1ccc(Br)cc1Cl)Nn1cnnc1	2.4	21.2	-2.8	0.9	-2.6	-3.1	-2.5	17.1	3.8
COc1ccc(Cn2cnc([N+](=O)[O-])c2)cc1[N+](=O)[O-]	-1.0	22.6	-2.9	-6.3	0.5	-3.8	0.5	5.1	16.7

# Compound profiles, from the list above.
# COC(=O)c1ccc(NC(=S)NNC(=O)CC(C)C)cc1 is listed as NR3A LBD binder = 1.3; APJ antagonist = 23.9; APJ agonist = -4.9; tim10-1 inh = 6.0; MPTP inh = 1.5; MIN6 prolif = 0.0; TIM10 inh = 9.6; tim23-1 inh = -9.1; NLRP3 yeast inh = 20.2
# COc1cccc(C2=NOC(C(=O)Nc3cc(C)nn3-c3ccccc3)C2)c1OC (centres undefined) is listed as NR3A LBD binder = -2.5; APJ antagonist = -32.3; APJ agonist = -2.3; tim10-1 inh = 14.3; MPTP inh = 0.5; MIN6 prolif = -6.7; TIM10 inh = 6.7; tim23-1 inh = 27.8; NLRP3 yeast inh = 0.6

# Compounds as they come. Share with any hit: about 7.2%.
